Screens from PubChem BioAssay.
aSyn UTR inh = MLPCN primary screen, SNCA 5' untranslated region. AID 1813, 2009. 300,000 compounds, 0.82% hits. alpha-synuclein 5'UTR reporter, inhibitor activity. inhibition, % (tested at 7.5 µM); in the data active = inhibition above about 60%;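 note: H4 neuroglioblastoma cells stably carrying SNCA 5'UTR luciferase fusion; 0% = DMSO wells and 100% = positive control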
HSP90 inh = HSP90 inhibitors, primary screen, cell lysate, luminescence. Heat shock protein HSP 90 (rabbit reticulocyte lysate; luciferase refolding). Rabbit reticulocyte lysate, luciferase refolding luminescence, 3 h. inhibition, % at 5.6 µM. 290,000 compounds, 0.91% hits;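 active = inhibition above the screen-wide mean plus 3 SD, computed separately per campaign, cut at about 16% in these data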;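 note: 0% = DMSO wells and 100% = 60 µM geldanamycin wells; inhibitors lower the luminescence because luciferase stays unfolded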
GSK3 alpha inh = blockers of GSK3A enzyme activity – biochemical, luminescence, cell-free homogeneous, HTS, primary screen | inhibition, % at 10 µM | GSK-3 alpha kinase, ADP-Glo luminescence, 60 min | Glycogen synthase kinase-3 alpha (Homo sapiens), P49840 | 320,000 compounds, 0.1% hits;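 in the data active = inhibition above about 50%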;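 note: GST-tagged GSK-3 alpha with peptide substrate and 25 µM ATP; 0% = DMSO neutral wells and 100% = GW8510 positive control wells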
Target sequence (P49840 whole entry, looked up): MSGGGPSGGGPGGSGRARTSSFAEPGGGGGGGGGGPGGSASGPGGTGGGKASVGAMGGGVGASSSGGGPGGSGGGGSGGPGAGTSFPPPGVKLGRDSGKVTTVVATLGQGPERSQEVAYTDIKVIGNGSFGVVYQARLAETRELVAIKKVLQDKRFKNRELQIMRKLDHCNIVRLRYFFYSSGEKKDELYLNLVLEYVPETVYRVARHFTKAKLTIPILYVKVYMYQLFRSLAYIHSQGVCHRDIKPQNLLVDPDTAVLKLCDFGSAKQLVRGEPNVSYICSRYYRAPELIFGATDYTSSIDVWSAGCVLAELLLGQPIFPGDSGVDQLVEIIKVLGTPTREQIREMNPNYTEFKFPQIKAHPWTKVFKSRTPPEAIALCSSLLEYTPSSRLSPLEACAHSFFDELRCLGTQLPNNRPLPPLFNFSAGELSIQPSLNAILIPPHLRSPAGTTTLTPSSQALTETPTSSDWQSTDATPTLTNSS
GSK3B inh = human GSK3beta kinase inhibitors, primary screen, biochemical, cell-free homogeneous, HTS | GST-GSK3beta kinase, ADP-Glo luminescence, 60 min; stronger effect = lower value | activity score (negative = inhibition), % at 10 µM | 300,000 compounds, 0.038% hits | AID 2097, 2009;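 active = more than half of replicate wells score below -50%, meaning over 50% inhibition versus plate controls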;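 note: 0% = median DMSO wells and -100% = median GW8510 positive control wells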
Target sequence (P49841 whole entry, looked up): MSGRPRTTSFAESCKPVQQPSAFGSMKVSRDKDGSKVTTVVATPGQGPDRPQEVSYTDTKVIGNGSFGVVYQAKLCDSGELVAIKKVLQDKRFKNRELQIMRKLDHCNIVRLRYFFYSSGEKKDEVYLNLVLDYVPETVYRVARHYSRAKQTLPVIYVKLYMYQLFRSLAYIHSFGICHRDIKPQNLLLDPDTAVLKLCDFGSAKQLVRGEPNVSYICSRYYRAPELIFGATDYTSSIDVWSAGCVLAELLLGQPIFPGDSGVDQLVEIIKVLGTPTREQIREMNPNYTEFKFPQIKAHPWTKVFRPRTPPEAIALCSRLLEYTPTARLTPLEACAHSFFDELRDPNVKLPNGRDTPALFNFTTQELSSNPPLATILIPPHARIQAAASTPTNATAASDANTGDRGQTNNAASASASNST
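Test system – GST-tagged human GSK3beta kinase, cell-free · Incubation – 60 min enzyme reaction, room temperature · Signal – ADP-Glo luminescence · Also added – peptide substrate and ATP at 25 µM · Controls – DMSO neutral wells and GW8510 at 20 µM as positive · Buffer or medium – Tris/MgCl2 kinase buffer · Measure – Luminescence-derived activity versus plate DMSO and GW8510 wells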
DYRK1A inh = rat Dyrk1A kinase inhibitors, primary screen, biochemical, single point, plate reader; Dual specificity tyrosine-phosphorylation-regulated kinase 1A (Rattus norvegicus), Q63470; ADP-Glo luminescence, NFATc1 peptide; inhibition, % at 12.5 µM; 310,000 compounds, 0.43% hits; in the data active = inhibition above about 50%;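 note: plate controls were vehicle with enzyme for no effect and no enzyme for full effect; many of its hits are not listed in these tables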
IEC-6 tox = cytotoxicity in IEC-6 intestinal epithelial cells, primary screen, cytotoxicity control for KLF5 inhibitor project, cell-based, luminescence. IEC-6 cytotoxicity, luminescence viability. 290,000 compounds, 0.78% hits. AID 1825, 2009. inhibition, % at 5 µM; in the data active = inhibition above about 22%;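 note: 0% = plate median of test compound wells and 100% = cytotoxic reference compound wells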
HSF1 inhib = HSF1 inhibitors in luciferase reporter cells, primary screen, cell-based, NIH3T3, luminescence | activity change, negative = inhibition, % at 7.5 µM (by protocol) | 300,000 compounds, 0.77% hits | NIH3T3-HGL HSE-luciferase, MG132-induced, luminescence 8 h; stronger effect = lower value;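 active = more than half of replicate wells show activity change below -50%, luminescence cut by over half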;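 note: luciferase reports HSF-1 transcriptional activity via heat shock element; 0% = median of DMSO wells and -100% = zero luminescence signal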
HSF1 activator = HSF-1 activators, primary screen, NIH3T3-HGL cells, MG132 stress, luminescence, single point | NIH3T3-HGL HSF-1 luciferase reporter, 8 h; 100% = twice DMSO control signal | activation, % at 9 µM | 300,000 compounds, 1.7% hits | AID 504408, 2011;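 active = mean replicate activation of at least 50% with a set share of replicates each reaching 50%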;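 note: 0% = median of the neutral control wells and 100% = twice that signal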
Platelet DG rel = inhibitors of platelet dense granule secretion, primary screen, cell-based, MLPCN, human platelets; 300,000 compounds, 0.22% hits; human platelet-rich plasma, SFLLRN dense granule ATP release, luminescence; inhibition, %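 (compounds screened at 7.5 µM in platelet-rich plasma)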;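 active = mean replicate score, as percent of positive control, at or above 50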
KLF5 inhibitor = KLF5 expression inhibitors, primary screen, DLD-1 cells, luminescence; 290,000 compounds, 0.23% hits; DLD-1 KLF5 promoter-luciferase reporter; AID 1700, 2009; inhibition, % at 5 µM;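 active = inhibition above a per-plate limit of that plate's mean compound inhibition plus 3 SD, cut at about 60% in these data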;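 note: 0% = DMSO wells and 100% = LY294002 at 200 µM; higher means less KLF5 promoter-driven luciferase light; inactives centre near -14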
* marks the source's active call; other numbers are inactive results; / = no result given.

The line under a structure holds: aSyn UTR inh, HSP90 inh, GSK3 alpha inh, GSK3B inh, DYRK1A inh, IEC-6 tox, HSF1 inhib, HSF1 activator, Platelet DG rel, KLF5 inhibitor
(1) Cc1cc(C(=O)COC(=O)c2ccc[nH]c2=O)c(C)n1C
  -67.9, 12.0, -3.4, -1.2, -2.8, 2.5, -11.1, -8.8, -22.8, -27.2
(2) COc1ccc(N2CC(C(=O)N/N=C/c3c[nH]c4ccccc34)CC2=O)cc1 (stereo unspecified)
  7.4, 3.3, 2.1, 3.6, 7.8, 0.1, -4.8, -6.0, 2.1, -9.9
(3) CCOC(=O)c1cc2sc(C)cc2n1CC(=O)N1CCOCC1
  17.1, -5.5, 0.7, 6.2, /, -0.9, 2.6, -11.6, -0.1, -49.5
(4) Cc1ccc(Cl)cc1NC(=O)COC(=O)C1CC1
  5.8, -0.4, -2.1, 0.1, -49.6, -4.2, -16.6, -32.2, -7.2, -25.8
(5) COC(=O)c1cccnc1NC(=S)NC(C)C
  5.1, -2.4, -2.6, 0.2, -1.2, 0.1, -4.4, 14.0, 2.3, -22.0
(6) CCCS(=O)(=O)c1nc(S(=O)(=O)c2ccc(C)cc2)c(NCc2ccccn2)s1
  5.9, 3.6, -2.6, -6.9, -3.4, -1.8, -5.9, 21.3, 0.6, 9.8
(7) CSCCC1NC2(C(=O)Nc3c2ccc(Cl)c3C)[C@@H]2C(=O)N(C3CCCC3)C(=O)[C@H]12 (stereo partly specified)
  3.7, 2.0, -0.5, -2.9, 2.9, -6.7, /, /, 2.7, -11.8
(8) O=C(NCc1ccco1)C(Cc1ccccc1)N1C(=O)c2ccccc2C1=O (stereo unspecified)
  24.0, -0.1, 0.1, 0.0, -7.3, -2.2, 8.1, 20.1, 18.7, -39.0
(9) COC(=O)c1cc(C(=O)CSc2nc(C)cc(C)n2)ccc1O
  7.3, 0.3, 2.0, 3.0, 8.5, 3.6, -0.1, 30.5, 8.2, -13.4
(10) O=C(Cn1c(=O)oc2cc(S(=O)(=O)N3CCCC3)ccc21)Nc1cccc(C(F)(F)F)c1
  6.2, -1.0, /, -17.6, 13.5, -0.3, 4.9, -1.6, 10.1, -3.1
(11) C#CCN(C(=O)c1cc(COc2ccc(C)c(C)c2)on1)C1CCCCC1
  -2.8, 6.2, -0.6, -0.9, /, 6.4, -1.4, -5.2, 6.7, -12.4
(12) O=C(COC(=O)c1ccccc1OCc1ccc(Cl)cc1)NC1CC1
  18.7, -1.2, -0.8, 6.1, -0.3, 4.5, 0.8, -14.3, 7.8, -11.0
(13) CC(C)CC(=O)N1CC(=O)Nc2ccc(F)cc2C1c1ccccc1 (stereo unspecified)
  12.7, 39.0*, -0.1, -3.0, -4.3, -1.1, 4.9, -7.7, 13.5, -18.6
(14) NNc1ccc(Cl)c(C(=O)O)c1
  -180.0, 10.8, -3.1, 0.4, 3.8, -4.7, -0.6, 17.8, -2.1, -77.9
(15) CCCCNC(=O)COC(=O)CCC(=O)c1ccc(F)cc1
  0.8, 5.2, -0.1, 0.7, -4.2, -0.7, -5.8, -3.5, 0.1, -9.2

Ordered by the number under HSF1 activator (falling): some entries from above.
No. | SMILES | aSyn UTR inh | HSP90 inh | GSK3 alpha inh | GSK3B inh | DYRK1A inh | HSF1 inhib | HSF1 activator | Platelet DG rel | KLF5 inhibitor
8 | O=C(NCc1ccco1)C(Cc1ccccc1)N1C(=O)c2ccccc2C1=O (stereo unspecified) | 24.0 | -0.1 | 0.1 | 0.0 | -7.3 | 8.1 | 20.1 | 18.7 | -39.0
15 | CCCCNC(=O)COC(=O)CCC(=O)c1ccc(F)cc1 | 0.8 | 5.2 | -0.1 | 0.7 | -4.2 | -5.8 | -3.5 | 0.1 | -9.2
1 | Cc1cc(C(=O)COC(=O)c2ccc[nH]c2=O)c(C)n1C | -67.9 | 12.0 | -3.4 | -1.2 | -2.8 | -11.1 | -8.8 | -22.8 | -27.2

Remaining list, next part:
The line under a structure holds: aSyn UTR inh, HSP90 inh, GSK3 alpha inh, GSK3B inh, DYRK1A inh, IEC-6 tox, HSF1 inhib, HSF1 activator, Platelet DG rel, KLF5 inhibitor
(16) CC(C)(C)Nc1nc(Oc2ccc(=O)[nH]n2)nc(N2CCOCC2)n1
  6.5, 3.7, 2.8, -3.6, 1.3, 3.7, -6.2, -5.2, 0.7, -38.5
(17) COc1ccc(CCC(=O)Nc2ccc(Cl)c(S(=O)(=O)N3CCCC3)c2)cc1
  -6.4, 2.4, 0.0, -2.2, -0.8, -4.8, 8.3, -4.8, -2.6, -29.6
(18) Cc1cc(=O)oc2cc(OC(C)C(=O)NCc3ccccn3)ccc12 (stereo unspecified)
  0.1, 2.6, 3.6, -1.3, -3.6, 7.7, -7.4, -8.0, 4.1, 0.9
(19) O=C(Nc1sc2c(c1C(=O)O)CCCC2)c1ccc(Cl)cc1
  -3.9, 3.8, -8.6, 3.1, 9.4, 2.9, 1.9, 6.8, -6.6, 46.6
(20) CCn1c(=O)c(=O)[nH]c2c(=O)oc3ccc(S(=O)(=O)Nc4ccccc4)cc3c21
  -4.9, -1.4, 0.7, -3.5, -5.2, -6.3, -0.8, -7.1, 13.0, -6.9
(21) COc1cc(C2C3=C(CC(C)(C)CC3=O)NC3=C2C(=O)c2ccccc23)ccc1O (stereo unspecified)
  5.4, -0.6, -1.1, 3.5, -2.3, -2.6, 10.7, 28.0, 6.8, -22.9
(22) C[C@H](C(=O)CC(=O)OC(C)(C)C)[C@H](O)c1ccc(C(F)(F)F)cc1
  3.2, -6.9, 0.2, 2.7, 6.8, 0.4, 1.5, -5.3, -2.8, -20.4
(23) Cn1nc(NC(=O)C(C)(C)C)c2c(F)cccc21
  25.3, -0.4, 0.1, -2.0, -0.9, -5.0, -2.4, 4.1, 4.0, 14.0
(24) Cc1ccc(S(=O)(=O)N2CCN(c3ncnc4scc(-c5ccc(F)cc5)c34)CC2)cc1
  30.9, /, -1.2, -1.7, -7.8, /, 26.9, 22.7, -3.5, /
(25) COc1cc2c(cc1/C=C1/NC(=O)N(CC(=O)Nc3ccccc3)C1=O)OCO2
  -0.9, 0.1, /, 0.2, 25.0, -4.6, -4.8, 10.1, 8.2, 6.4
(26) O=C(O)C1Cc2ccccc2-c2ccccc2C1
  -2.0, 3.9, -2.3, -3.0, 7.0, -0.6, -1.9, 17.5, 21.6, -4.4
(27) O=C(CCCn1c(=O)[nH]c2ccccc2c1=O)Nc1ccc(F)cc1
  -5.2, -6.5, -4.5, /, -12.2, -2.8, -4.5, 2.3, 5.5, 2.4
(28) Cc1c(C(=O)N2CCN(Cc3ccc4c(c3)OCO4)CC2)cccc1[N+](=O)[O-]
  -10.4, 2.5, 0.6, 1.3, 0.5, -7.1, -2.0, 3.9, -2.5, -6.5
(29) CCOc1ccc(N(CC(=O)NCCOc2ccc(C)cc2)S(=O)(=O)c2ccccc2)cc1
  16.2, 1.1, 0.3, 1.2, 4.5, -2.3, 7.1, 17.0, 11.3, -10.6
(30) CC1CCCN(C(=O)c2cccc(S(=O)(=O)Nc3cc(C(F)(F)F)ccc3Cl)c2)C1 (stereo unspecified)
  -1.3, 3.5, -3.7, -0.1, -4.5, -3.4, 16.5, 15.9, 15.2, 5.8

Next entries follow.
The line under a structure holds: aSyn UTR inh, HSP90 inh, GSK3 alpha inh, GSK3B inh, DYRK1A inh, IEC-6 tox, HSF1 inhib, HSF1 activator, Platelet DG rel, KLF5 inhibitor
(31) COc1ccccc1N1CCN(C(=O)c2ccc(NC3=NC4CS(=O)(=O)CC4S3)cc2)CC1 (stereo unspecified)
  -12.5, 2.2, 0.6, -0.7, 3.7, -3.4, -11.4, -25.6, -6.0, -12.6
(32) O=C(Nc1cccc(F)c1)c1ccc(Br)o1
  -65.7, -3.4, -3.9, 2.4, /, -1.6, -19.8, -38.3, -2.1, -74.6
(33) CCOC(=O)COc1ccc(C(=O)Nc2cccc(Cl)c2C)cc1
  2.9, -1.8, 10.4, 7.0, -3.3, 1.7, -3.7, -17.8, -2.7, -13.5
(34) COC(=O)[C@H](CCSC)NC(=O)Nc1ccc(S(N)(=O)=O)cc1
  15.3, 1.5, /, 0.8, 0.9, 0.2, 2.4, 13.2, -9.7, -26.8
(35) CC(=O)Nc1ccc(S(=O)(=O)NCCC(=O)OCc2ccc([N+](=O)[O-])cc2)cc1
  -20.2, -5.1, -1.7, -0.7, -4.3, 2.5, -0.8, -0.9, 1.5, -9.4
(36) Nc1[nH]c(N=NC(=O)c2ccccc2)c2ccccc12
  -35.5, 7.2, 0.6, -4.8, 4.6, 7.1, 24.1, 22.7, 9.2, -118.0
(37) CCOc1ccc(-c2ccc(NS(=O)(=O)c3ccc([N+](=O)[O-])cc3)cc2)nn1
  -4.0, 2.9, -0.2, 1.0, /, -3.8, 0.2, -1.4, 4.7, -13.2
(38) COc1ccc(CNC(=O)C2CCCN2S(=O)(=O)c2ccc(S(=O)(=O)N(C)C)cc2)cc1 (stereo unspecified)
  -3.5, 1.0, -2.5, 3.4, 2.6, 2.0, 5.6, -5.2, 1.2, -15.9
(39) COc1ccc2c(CC(=O)Nc3ccccc3OC)coc2c1
  -29.8, -4.8, -1.0, -3.4, 29.1, -11.4, -3.8, -23.1, 1.5, -31.3
(40) S=C(Nc1ccccc1Cl)N(CCCN1CCOCC1)Cc1ccccn1
  1.0, -0.3, -0.2, 2.4, -2.8, 1.9, -0.3, 29.0, 2.0, -33.0
(41) Cc1ccc(OCCNC(=O)c2ccc(C)cc2)cc1
  -147.6, 0.7, -0.3, 0.8, 3.3, 2.4, 16.3, 19.8, 6.6, -71.6
(42) CC(=O)c1ccc(OC(=O)c2ccc(Br)o2)cc1
  -22.7, 0.5, -1.1, -1.4, 1.6, -0.9, -5.5, -9.1, -2.3, -12.7
(43) CCOc1ccc(CNCCCSc2ncccn2)cc1OC
  1.2, -2.4, -2.9, 1.3, /, 1.4, -67.9*, -74.4, -1.9, -42.1
(44) Cc1ccccc1NC(=S)NNC(=O)c1csc2c1CCC(C)C2 (stereo unspecified)
  -37.2, 67.0*, -1.2, -3.9, 2.0, 3.8, -68.5*, -75.9, 5.4, 49.3
(45) CCCCCCN(C(=O)CCCCCN1C(=O)NC(c2ccc(-c3ccccc3)cc2)C(C(=O)OCc2ccccc2)=C1C)C(C(=O)NCCCC)c1ccc(OCC(=O)OC)c(C(=O)OC)c1 (stereo unspecified)
  -6.7, /, 0.0, -2.5, /, /, -6.7, -16.4, -11.2, /

Some of the compounds tested. The share of hits here may be higher or lower than overall.
